Bioassay records as filed in PubChem.
HTT cytoprotect: cytoprotection in Huntington HTT-Q103 PC12 cell model; Potency, µM (doses to about 56.4 µM), without a hit: cytoprotection (ATP increase), most hits filed as activators; PC12 HTT-Q103 induced, cytoprotection, ATP luminescence, 40 h; 0.14% of 230,000 active;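 also: % of control where 0% means no effect; nearly all actives have a fitted effect of over 45% in size; toxic huntingtin expression switched on by the ecdysone agonist tebufenozide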
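PC12 cells stably carrying ecdysone-inducible Htt exon 1 (Q103)–GFP were induced with 100 nM tebufenozide (final) alongside library compounds in a dose series. Cytoprotection was scored as retained ATP by ATPlite luminescence.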
Tau fibril ThT: blocks human tau fibril formation measured by thioflavin T; 2.1% of 270,000 active; AID 1460; Potency, µM (top dose mostly 57.4 µM), inactives show top-dose activity, negative = inhibition, most hits filed as inhibitors; recombinant tau K18 P301L, heparin-induced fibrillization, ThT fluorescence; also: % is scaled to controls: 0 for no effect and ±100 for the full control effect; nearly all actives have a fitted effect of over 55% in size
Target sequence (P10636 561-689 P618L limits assumed): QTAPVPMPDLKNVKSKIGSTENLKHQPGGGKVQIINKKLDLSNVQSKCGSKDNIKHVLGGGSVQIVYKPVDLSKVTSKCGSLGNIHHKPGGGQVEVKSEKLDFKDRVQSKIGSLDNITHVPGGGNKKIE
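Tau K18 P301L fragment (15 uM unlabeled plus 0.24 uM Alexa 594-labeled) in 100 mM sodium acetate pH 7 with compound, fibrillization induced by 20 uM heparin for 6 hr at 37 C. Thioflavin T (30 uM) added, fluorescence read after 1 hr (ex 450, em 510 nm).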
Tau fibril FP: tau fibrillization inhibition (FP); P10636; K18 P301L tau heparin fibrillization, Alexa594 FP, 6 h; Potency, µM (titrated, usually from 57.7 µM), without a hit: top-dose activity, negative = inhibition, most hits filed as inhibitors; 0.39% of 280,000 active; AID 1468; also: % is scaled to controls: 0 for no effect and ±100 for the full control effect; nearly all actives have a fitted effect of over 55% in size
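Heparin (20 uM) drove fibril formation of recombinant tau K18 P301L, 15 uM unlabeled with 0.24 uM Alexa 594 label, for 6 hr at 37 C in 100 mM sodium acetate pH 7. Fluorescence polarization (555/632 nm) read 1 hr after 30 uM ThT.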
TRb-SRC2 inh: TRbeta-SRC2 interaction inhibition | P10828 | 0.065% of 280,000 active | AID 1469 | TRbeta-SRC2 peptide binding, fluorescence polarization; receptor liganded with 1 µM T3 | Potency, µM (top dose mostly 106 µM), for inactives: at the top dose activity change, negative = inhibition, hits mostly inhibitors;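 also: plate controls were bound peptide for no effect and peptide without receptor for full effect; nearly all actives have a fitted effect of over 50% in size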
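Binding of a 20-amino-acid Texas Red SRC2 peptide (20 nM) to TRb ligand-binding domain (0.6 uM) with agonist T3 at 1 uM was followed by fluorescence polarization after a 5 hr room-temperature incubation.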
TexasRed fluor: counter-screen for TRb-SRC2 inhibitors: fluorescence interference; AID 1479; 0.29% of 280,000 active; TRb/SRC2 Texas Red total fluorescence interference; Potency, µM (highest dose often 106 µM), for the others: at the top dose fluorescence change, negative = quenching; active = well fitted curve in either direction with a large enough effect; inconclusive = small, poorly fitted or top-dose-only effect; also: % is scaled to controls: 0 for no effect and ±100 for the full control effect
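Flags fluorescent or light-absorbing compounds by total fluorescence, S + 2P, at 555 nm excitation and 632 nm emission. Mixture: 20 nM Texas Red SRC2 peptide, 0.6 uM human TRb LBD, 1 uM T3, 5% DMSO; compound exposure 5 h at ambient temperature.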
Tau fluor counter: counter-screen for tau fibril formation inhibitors; Potency, µM (titrated, usually from 57.7 µM), for inactives: at the top dose activity change, negative = decrease; tau K18 P301L Alexa594 fluorescence, heparin fibrillization; 0.93% of 280,000 active; also: % is scaled to controls: 0 for no effect and ±100 for the full control effect; nearly all actives have a fitted effect of over 55% in size
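Human tau K18 P301L (15 uM unlabeled, 0.24 uM Alexa 594-labeled) in 100 mM sodium acetate pH 7 with 20 uM heparin, 6 hr at 37 C. ThT 30 uM added, 1 hr ambient; Alexa 594 FP and total fluorescence read at 555/632 nm.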
RECQ1 helicase: RECQ1 (human) helicase inhibition | P46063 | RECQ1 DNA unwinding, red fluorescence kinetic read | Potency, µM (titrated, usually from 57.3 µM), without a hit: at the top dose activity, negative = inhibition, usual class: inhibitors | 0.54% of 240,000 active | AID 2549;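 also: plate controls were vehicle for no effect and no enzyme for full effect; nearly all actives have a fitted effect of over 30% in size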
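50 nM RECQ1T1 preincubated 15 min with compound in Tris pH 8.0 buffer with MgCl2, DTT, Tween-20 and 2.5 ug/ml poly(dI-dC); started with 200 nM TAMRA/BHQ-2 forked duplex and 2 mM ATP. Unwinding read as fluorescence (525/598 nm), two reads 2 h apart.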
L3MBTL1 block: blocks human L3MBTL1 | Q9Y468 | AlphaScreen L3MBTL1–H3K9me1 peptide binding | 0.66% of 230,000 active | AID 485360 | Potency, µM (top dose mostly 57.1 µM), for the others: top-dose activity, negative = inhibition, hits mostly inhibitors; also: % is scaled to controls: 0 for no effect and ±100 for the full control effect; nearly all actives have a fitted effect of over 60% in size
Target sequence (Q9Y468 whole entry, looked up): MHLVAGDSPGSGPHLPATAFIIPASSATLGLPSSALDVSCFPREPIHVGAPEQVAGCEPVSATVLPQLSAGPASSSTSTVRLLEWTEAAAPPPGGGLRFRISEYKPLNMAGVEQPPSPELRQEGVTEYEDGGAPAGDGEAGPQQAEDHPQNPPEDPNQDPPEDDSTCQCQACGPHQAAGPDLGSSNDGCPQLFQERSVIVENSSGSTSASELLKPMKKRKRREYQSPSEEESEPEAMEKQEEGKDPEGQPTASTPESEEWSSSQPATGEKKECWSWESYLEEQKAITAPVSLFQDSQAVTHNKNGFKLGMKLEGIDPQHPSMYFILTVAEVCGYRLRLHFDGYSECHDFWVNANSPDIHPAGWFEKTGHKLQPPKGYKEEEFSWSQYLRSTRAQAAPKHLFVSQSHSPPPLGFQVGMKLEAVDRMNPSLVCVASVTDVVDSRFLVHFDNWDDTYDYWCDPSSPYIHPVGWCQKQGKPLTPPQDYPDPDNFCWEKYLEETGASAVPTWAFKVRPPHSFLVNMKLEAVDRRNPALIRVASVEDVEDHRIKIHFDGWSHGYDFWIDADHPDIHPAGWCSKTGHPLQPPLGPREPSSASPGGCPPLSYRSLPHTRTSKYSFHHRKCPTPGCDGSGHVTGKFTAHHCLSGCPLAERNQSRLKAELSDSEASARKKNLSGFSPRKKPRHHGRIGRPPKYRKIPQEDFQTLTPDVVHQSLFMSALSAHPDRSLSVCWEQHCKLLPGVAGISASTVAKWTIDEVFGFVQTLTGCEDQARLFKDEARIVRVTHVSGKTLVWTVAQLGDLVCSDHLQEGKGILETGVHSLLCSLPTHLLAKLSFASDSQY
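AlphaScreen proximity signal between nickel-chelate acceptor and streptavidin donor beads (final 10 ug/mL) reports binding of 50 nM L3MBTL1 to 75 nM biotin-H3 K9me1 peptide; complex incubated with compounds 30 min at room temperature; cefsulodin titration as control.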
Starred values were filed as active, the others as inactive; i = inactive; ? = inconclusive; nt = not tested or not shown; & = joins results of further samples; [ ] = dose if it differs, or a comment. Unless noted, calls follow the shape of the dose curve; as a rule, active = well fitted curve in the direction sought with a large enough effect; inconclusive = small, poorly fitted or top-dose-only effect, or another doubt; inactive = no such curve, though single readings can be large; an effect the other way counts as inactive or inconclusive. Potency is read from the fitted curve at half-maximal effect. The list is partial; count on the stated rates, not on these rows.

SMILES	HTT cytoprotect	Tau fibril ThT	Tau fibril FP	TRb-SRC2 inh	TexasRed fluor	Tau fluor counter	RECQ1 helicase	L3MBTL1 block
COc1ccc(C2CC(c3cccs3)=NN2c2ccc(C=O)cc2)cc1 (stereo unspecified)	9%[10 µM]	-4%	11%	11%	0%	-15%	2%	168%[activator]
CC(=O)N1CC=CC1(C)C(=O)NCc1cc(F)cc(C(F)(F)F)c1 (stereo unspecified)	1%	-5%&-2%	-5%&1%	-10%&11%	-1%&0%	-12%&-4%	-1%	0%
CN(CCc1ccccn1)c1ncnc2[nH]ncc12	-11%[10 µM]	-23%	11%	3%	0%	-3%	-3%	-4%
CCn1c(CNC(=O)COc2ccc(C(C)C)cc2)nnc1SCC(=O)NC1CCCCC1C (stereo unspecified)	-10%[10 µM]	-6%	3%	-5%	1%	-6%	0%	-7%
Cc1ccc(N2C(=O)C(CC(=O)Nc3ccc(F)cc3)N(CCC3=CCCCC3)C2=O)cc1 (stereo unspecified)	nt	-1%	?	-1%	1%	?	nt	nt
CCC(=O)N/N=C/c1ccc(-c2ccc(Cl)cc2)o1	-4%[10 µM]	?	7%	0%	-6%	-9%	-7%	?
COc1ccc(CC(=O)Nc2cccc(-c3nnc(-c4ccco4)o3)c2)cc1	-78%[inhibitor]	?	?	5%	-1%	?	-5%	-8%
CCCC(O)(CCC)C(=O)NN(C(=O)OC)c1ccccc1	2%[1.9 µM]	4%	8%	3%	-10%	-2%	-6%	9%
CC1CCCC/C1=N\NC(=S)NCCc1ccccc1 (stereo unspecified)	?	?	3%	-15%	-1%	-15%	-7%	?
O=C(Cc1cccs1)N1CCN=C1SCc1ccc(F)cc1	-28%	?	-3%	-5%	3%	-29%	7%	nt
O=C(CCSc1ccccc1Cl)Nc1cccc([N+](=O)[O-])c1	14%[10 µM]	?	-2%	4%	-3%	?	-14%	-15%
COc1ccc(S(=O)(=O)NCc2c(-c3ccccc3)noc2C)c(OC)c1	2%[10 µM]	4%	-7%	8%	-3%	0%	-1%	-4%
CCC(C(=O)NNC(=O)c1cnccn1)c1ccccc1 (stereo unspecified)	2%[10 µM]	-4%	-1%	8%	1%	0%	-8%	19%
CC(=O)Nc1ccc(NC(=O)CC2Nc3cccc4cccc(c34)NC2=O)cc1 (stereo unspecified)	-13%	?	11%	-10%	-6%	?	-3%	-5%
CC(C)S(=O)(=O)N1CCCC(C(=O)c2cccc(Cl)c2)C1 (stereo unspecified)	12%[10 µM]	-11%	-3%	-6%	0%	-17%	-2%	8%
CNC1(C(N)=O)CCNCC1	7%[10 µM]	-3%	-5%	-8%	-6%	0%	i	nt
COc1ccc(CC(=O)NNS(=O)(=O)c2ccc(F)cc2)cc1OC	6%[10 µM]	-11%	-3%	-1%	1%	-11%	6%	-5%
NC(N)=NS(=O)(=O)c1ccc(NC(=S)NC(=O)/C=C/c2cccs2)cc1	-45%[inhibitor]	-2%	?	0%	-2%	0%	i	-9%
CCc1ccc(NC(=O)CC2C(=O)N(c3cccc(C)c3)C(=O)N2Cc2cccs2)cc1 (stereo unspecified)	nt	9%	-13%	11%	-3%	-26%	nt	nt
COc1ccc(C(=O)NCCSCc2ccccc2)cc1OC	-40%[inhibitor]	-9%	?	2%	-1%	-15%	-7%	nt

Ordered by count of non-hydrogen atoms (high to low): three of the compounds above.
SMILES	HTT cytoprotect	Tau fibril ThT	Tau fibril FP	TRb-SRC2 inh	TexasRed fluor	Tau fluor counter	RECQ1 helicase	L3MBTL1 block
COc1ccc(S(=O)(=O)NCc2c(-c3ccccc3)noc2C)c(OC)c1	2%[10 µM]	4%	-7%	8%	-3%	0%	-1%	-4%
COc1ccc(C(=O)NCCSCc2ccccc2)cc1OC	-40%[inhibitor]	-9%	?	2%	-1%	-15%	-7%	nt
CCC(C(=O)NNC(=O)c1cnccn1)c1ccccc1 (stereo unspecified)	2%[10 µM]	-4%	-1%	8%	1%	0%	-8%	19%

New compounds follow
SMILES	HTT cytoprotect	Tau fibril ThT	Tau fibril FP	TRb-SRC2 inh	TexasRed fluor	Tau fluor counter	RECQ1 helicase	L3MBTL1 block
Cc1ccc(S(=O)(=O)N2CC3(C)CN(S(=O)(=O)c4ccc(C)cc4)CC(C)(C2)C3=O)cc1	-13%	-4%	-4%	-12%	-3%	5%	3%	3%
CCCCN1C(=O)CN(C2CCCCCC2)C(=O)C1c1ccc(OCCC)c(OC)c1 (stereo unspecified)	nt	-4%	7%	2%	-2%	-2%	nt	nt
CCCCNCc1cc2ccccc2o1	5%[10 µM]	0%	-5%	2%	1%	-2%	-12%	14%
COc1cc(C(C)=O)ccc1COc1ccc(C(=O)OCC(=O)NC2CCS(=O)(=O)C2)cc1OC (stereo unspecified)	0%[10 µM]	?	2%	-4%	-1%	-8%	32µM*	6%
CCOC(=O)Nc1ccc(S(=O)(=O)N2CCOCC2)cc1	-10%	-9%	-8%	1%	1%	-8%	12%	-8%
CCCOc1ccc(-c2nnn(CC(=O)c3c[nH]c4ccccc34)n2)cc1	14%	-2%	-13%	-6%	0%	-7%	-1%	nt
Cc1cccc(-n2cc(CN3CCN(C(=O)c4ncn[nH]4)CC3)c(-c3cccc(F)c3)n2)c1	11%[10 µM]	-14%	-14%	-2%	-3%	?	3%	-1%
O=C1CN(C(=O)c2cc([N+](=O)[O-])ccc2Cl)C(c2ccccc2)c2cc(F)ccc2N1 (stereo unspecified)	34%[10 µM]	0%	19%	7%	0%	-8%	-1%	1%
CCc1ccc2[nH]c(=O)c(CN(CCCO)C(=O)NCc3ccccc3)cc2c1	-15%	-1%	7%	-3%	-9%	-6%	-1%	nt
O=C(CSc1nnc(-c2ccccc2)o1)OCc1ccccc1	-17%	-6%	-5%	-2%	4%	-7%	-4%	10%
Nc1nc(SCC(=O)Nc2c(Br)cc([N+](=O)[O-])cc2Br)n[nH]1	nt	-9%	1%	0%	2%	-3%	i	3%
Cc1ccc(C(=O)N(CN2CCCC2=O)c2ccc(F)cc2)cc1	7%[10 µM]	-1%	-1%	-2%	0%	-4%	i	nt
Cc1ccc(-c2nnn(CC(=O)N3CCN(c4nc5ccccc5s4)CC3)n2)cc1	13%	-18%	-8%	-9%	1%	-2%	i	-1%
Cc1c(N2C(=O)c3ccccc3C2(O)c2ccccc2)c(=O)n(-c2ccccc2)n1C (stereo unspecified)	10%[10 µM]	nt	2%	-2%	1%	4%	i	nt
O=C(CCS(=O)(=O)c1cccc2nsnc12)NC1CCCCCC1	-3%	-15%	-10%	-1%	1%	-10%	-12%	3%
Cc1ccc(S(=O)(=O)c2c(Nc3cc(C)ccc3C)sc(C(=O)c3ccc4c(c3)OCO4)c2N)cc1	nt	0%	-6%	-12%	?	-5%	nt	nt
COc1cc(/C=C(\NC(C)=O)C(=O)O)cc(OC)c1OC	15%[10 µM]	-4%	0%	-1%	-3%	-5%	-11%	8%
CCN(CC)S(=O)(=O)c1ccc(N2CCOCC2)c(NC(=O)C(C)(C)C)c1	-7%[10 µM]	nt	0%	-4%	-2%	13%	-7%	nt
O=C1CCSc2cccc3cccc(c23)N1	-21%	-2%	5%	-7%	-1%	2%	-3%	-5%
Cn1nnnc1SCc1ccc(C(=O)Nc2ccccc2F)cc1	-11%	1%	8%	-18%	2%	1%	-12%	-1%
CCCC(=O)NCn1nnc(-c2ccc(Cl)cc2)n1	-30%	-6%	4%	0%	3%	-6%	i	nt
Cc1cc(C)c(C#N)c(Sc2ccccc2N)n1	-1%	-17%	-6%	3%	-1%	0%	-7%	6%
COC(=O)c1cccc(NC(=O)c2ccccc2)c1	-8%[10 µM]	-5%	3%	7%	-3%	-3%	-3%	-4%
CCCCCCn1nc(C(=O)OCC(=O)NC2CCS(=O)(=O)C2)c2ccccc2c1=O (stereo unspecified)	-33%	-6%	-5%	-4%	2%	-10%	i	6%
O=C(c1cccnc1)N1CCN(C(=O)c2ccccc2F)CC1	-9%	-7%	-4%	-2%	-7%	-2%	i	3%
Cc1ccc(S(=O)(=O)/C(C#N)=C/c2c(N3CCOCC3)nc3c(C)cccn3c2=O)cc1	11%[10 µM]	-13%	-2%	-6%	0%	-21%	-9%	-12%
COc1ccc(/C=C/C(=O)Nc2ccccc2C(F)(F)F)cc1OC	1%	-9%	-1%	-1%	0%	-12%	i	2%
COc1ccc(CCN2C(=O)C3C4CC(C5C(C(=O)NN)=NOC45)C3C2=O)cc1OC (stereo unspecified)	-1%	-3%	8%	-9%	-1%	1%	-2%	nt
O=C1N=C(N2CCN(c3cccc4ccccc34)CC2)S/C1=C/c1cccs1	4%[10 µM]	-7%	4%	1%	3%	-5%	-6%	-12%
CS(=O)c1ccccc1-c1nc(-c2ccc(Cl)cc2)no1 (stereo unspecified)	-35%[10 µM]	-6%	0%	-6%	-4%	-7%	-2%	20%
C=CCOC(=O)C1=C(C)N=C2SCCC(=O)N2C1c1ccc(OC(=O)c2ccco2)cc1 (stereo unspecified)	-14%	-15%	3%	1%	-2%	-17%	-5%	-1%
O=C(O)COc1ccc(C(=O)Cc2ccc3c(c2)OCCCO3)c(O)c1	-25%[10 µM]	4%	-2%	0%	-5%	-1%	-5%	0%
O=C(CSc1nc2ccccc2[nH]1)NC(=O)NCc1ccco1	-9%[10 µM]	-15%	-8%	-4%	-1%	-18%	-11%	-7%
COC(=O)c1ccc(Cn2cc([N+](=O)[O-])cn2)cc1	26%[10 µM]	-12%	5%	-5%	-3%	-16%	0%	4%
Cn1c(SCC(=O)OCC(=O)c2ccccc2)nnc1-c1cccs1	3%	-7%	-7%	9%	2%	0%	1%	-4%
C=C(Br)Cn1c(CCC)nc2ccccc21	2%	0%	-1%	-5%	-7%	-7%	i	1%
